# Cneo AK release: Cryptococcus neoformans lysis via adenylate kinase release; C. neoformans lysis, adenylate kinase release luminescence, 4 h; normalised: neutral wells 0, clomiphene wells 100; lysis activity, % at 15 µM; actives 0.2% (n = 360,000); AID 651654;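 active = mean lysis activity across replicates of at least 80%, whatever share of replicates individually reach that level; inactive = mean lysis activity below 80%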
#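 Material: C. neoformans cells; Schedule: 4 h static compound exposure, 37 °C, read 1 h post-reagent; Measured by: adenylate kinase release luminescence; Read-out: signal increase indicating cell lysis; Controls: Clomiphene as positive lysis control.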
# PAX8 reporter: inhibitors of PAX8 transcriptional activity in RMG-I cells; RMG-I TPO-luciferase reporter, SteadyGlo, 24 h; inhibition, % at 12.6 µM; actives 1.2% (n = 360,000);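 active = mean replicate inhibition at least 60% with every replicate also reaching 60%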;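 also: luciferase light reporting Pax8 driven TPO promoter activity; plate controls were median of neutral control wells for no effect and mitoxantrone controls for full effect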
# Casp6 inh: caspase-6 (human) enzyme inhibition; actives 0.53% (n = 350,000); purified caspase-6, Z-VEID-R110 cleavage fluorescence; inhibition, % at 12.5 µM;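 active = mean inhibition across replicates at least about 35%, with every replicate also reaching that limit, limit read from the data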;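 also: 0% = median of neutral control wells and 100% = no fluorescence left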
# Target sequence (P55212 24-179 limits assumed): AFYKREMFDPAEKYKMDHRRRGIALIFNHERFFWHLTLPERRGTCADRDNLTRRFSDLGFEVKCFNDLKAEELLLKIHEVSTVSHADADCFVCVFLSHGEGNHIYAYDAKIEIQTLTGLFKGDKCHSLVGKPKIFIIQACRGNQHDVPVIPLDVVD
# Target sequence (P55212 194-293 limits assumed): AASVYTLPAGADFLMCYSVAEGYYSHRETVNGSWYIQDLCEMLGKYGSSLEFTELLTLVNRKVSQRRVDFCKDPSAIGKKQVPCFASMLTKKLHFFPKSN
# PGC1a acetyl inh: PGC1a acetylation modulation, inhibitor mode. inhibition, % at 15.6 µM. U2OS PGC1a acetylation, AlphaScreen anti-acetyl-lysine; with virally co-expressed GCN5 acetyltransferase. actives 0.17% (n = 350,000);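 active = every replicate shows inhibition of at least 40%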;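 also: 0% = neutral control wells and 100% = positive control wells; some results beyond the cut were filed as inactive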
# EWS-Fli block: inhibitors of EWS/Fli oncoprotein transcriptional activity; inhibition, % at 12.6 µM; actives 0.67% (n = 350,000); A673 NR0B1-luciferase reporter, viability-normalised;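 active = mean inhibition of at least 50% after viability correction, with every replicate also passing that limit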;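 also: firefly luciferase signal divided by Alamar Blue viability fluorescence both relative to DMSO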
# miR-122 sensor: miR-122 inhibition in Huh7 cells; actives 0.3% (n = 340,000); AID 602342; activation (reporter increase), % at 12.5 µM; Huh7 miR-122 Renilla luciferase sensor, 48 h; neutral wells = 0, positive control = 100;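 active = mean replicate activation score at least 90 and every replicate individually at or above 90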;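 also: higher luciferase means less miR-122 activity so hits act as miR-122 inhibitors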
# FN deposition inh: fibronectin deposition inhibition. AH1F fibroblasts, Alexa488-fibronectin deposition fluorescence, overnight. inhibition, % at 12.6 µM. actives 0.086% (n = 350,000). AID 743247;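 active = mean inhibition across replicates of 30% or more, regardless of how many single replicates reach that level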;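 also: positive control wells lacked labelled fibronectin entirely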
#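 material = AH1F fibroblast monolayer depositing Alexa488-labelled fibronectin into matrix | amount = 10000 AH1F cells/well | buffer or medium = DMEM plus 2% serum, read in PBS | incubation = 1 h cell adhesion before compound, then overnight fibronectin incubation | detection = fluorescence at 485 nm excitation, 525 nm emission | evaluation = percent inhibition as loss of matrix-bound fibronectin fluorescence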
# LGR2 antag: Drosophila LGR2 receptor signaling inhibition. HEK293 LGR2, CRE-luciferase, bursicon-stimulated, 4 h. inhibition, % at 9.99 µM. actives 0.35% (n = 380,000). AID 720647;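 active = drop in luminescence signal, shown as inhibition above about 50% in the replicate tests, limit read from the data, passing the limit was not always enough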;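 also: agonist challenge used bursicon conditioned medium at about half maximal strength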
# The depositor's hits bear a star; x = not tested or not shown; [ ] = another dose, or the depositor's remark. Compounds were not picked by outcome. Share with any hit: about 2.5%.
# Start of the listing, in advance (11 entries):
# The line under a structure holds: Cneo AK release	LGR2 antag	PAX8 reporter	Casp6 inh	FN deposition inh	PGC1a acetyl inh	miR-122 sensor	EWS-Fli block
1: O=C(CSCc1ccc([N+](=O)[O-])cc1)NC1CCCCCC1
    x	2	-2	-2	2	x	x	2
2: CC(=O)N1CCC(=NNc2nc3ccccc3[nH]2)CC1
    -4	0	32	-1	4	-3	6	-4
3: C[C@@H]1CN([C@@H](C)CO)C(=O)c2cccc(NC(=O)c3cnccn3)c2O[C@@H]1CN(C)S(C)(=O)=O
    -3	-9	x	-1	x	6	-18[16.7 µM]	-1
4: CCN(CC)c1ccc(Nc2nc(-c3cccnc3)cs2)cc1
    0	-74	-26	-1	1	x	x	-120
5: COC(=O)Cc1c(C)c2ccc(OCC(=O)c3ccc(OC)c(OC)c3)cc2oc1=O
    x	-13	0	1	4	x	x	-3
6: COc1cccc(NC(=S)NC2CC3CCCC(C2)N3CC(C)C)c1 (configuration not stated)
    2	x	6	-6	13	x	-19	-10
7: C[C@H](CO)N1C[C@H](C)[C@@H](CN(C)S(=O)(=O)c2cn(C)cn2)Oc2ccc(NC(=O)Nc3ccc(F)cc3)cc2CC1=O
    x	-34	8	x	x	1	2[16.7 µM]	-7
8: COCC(=O)N1CCC(n2nnc3cc(C(F)(F)F)ccc32)CC1
    x	-13	2	x	1	-7	-7	x
9: O=C(NCCCc1ccccc1)C(=O)NCC1OCCN1S(=O)(=O)c1ccccc1 (configuration not stated)
    0	6	10	-4	x	6	-5	x
10: COC(=O)C1=CO[C@@H](O[C@@H]2O[C@H](CO)[C@@H](O)[C@H](O)[C@H]2O)C2C(CO)=CCC12 (some centres not stated)
    -5	5	3	-2	8	x	x	-3
11: COc1cc([N+](=O)[O-])cc(/C=C2/SC(=S)N(Cc3ccccc3)C2=O)c1O
    -1	27	4	x	-11	-35	-9	8

# The listing, from the first entry:
# The line under a structure holds: Cneo AK release	LGR2 antag	PAX8 reporter	Casp6 inh	FN deposition inh	PGC1a acetyl inh	miR-122 sensor	EWS-Fli block
1: O=C(CSCc1ccc([N+](=O)[O-])cc1)NC1CCCCCC1
    x	2	-2	-2	2	x	x	2
2: CC(=O)N1CCC(=NNc2nc3ccccc3[nH]2)CC1
    -4	0	32	-1	4	-3	6	-4
3: C[C@@H]1CN([C@@H](C)CO)C(=O)c2cccc(NC(=O)c3cnccn3)c2O[C@@H]1CN(C)S(C)(=O)=O
    -3	-9	x	-1	x	6	-18[16.7 µM]	-1
4: CCN(CC)c1ccc(Nc2nc(-c3cccnc3)cs2)cc1
    0	-74	-26	-1	1	x	x	-120
5: COC(=O)Cc1c(C)c2ccc(OCC(=O)c3ccc(OC)c(OC)c3)cc2oc1=O
    x	-13	0	1	4	x	x	-3
6: COc1cccc(NC(=S)NC2CC3CCCC(C2)N3CC(C)C)c1 (configuration not stated)
    2	x	6	-6	13	x	-19	-10
7: C[C@H](CO)N1C[C@H](C)[C@@H](CN(C)S(=O)(=O)c2cn(C)cn2)Oc2ccc(NC(=O)Nc3ccc(F)cc3)cc2CC1=O
    x	-34	8	x	x	1	2[16.7 µM]	-7
8: COCC(=O)N1CCC(n2nnc3cc(C(F)(F)F)ccc32)CC1
    x	-13	2	x	1	-7	-7	x
9: O=C(NCCCc1ccccc1)C(=O)NCC1OCCN1S(=O)(=O)c1ccccc1 (configuration not stated)
    0	6	10	-4	x	6	-5	x
10: COC(=O)C1=CO[C@@H](O[C@@H]2O[C@H](CO)[C@@H](O)[C@H](O)[C@H]2O)C2C(CO)=CCC12 (some centres not stated)
    -5	5	3	-2	8	x	x	-3
11: COc1cc([N+](=O)[O-])cc(/C=C2/SC(=S)N(Cc3ccccc3)C2=O)c1O
    -1	27	4	x	-11	-35	-9	8
12: Cc1ccccc1Nc1nc(NCc2ccco2)c2ccccc2n1
    -1	-3	19	8	-5	-8	-3	-21
13: CCCCC1=CC2=CC(=O)C(C)(OC(=O)CC)C(=O)C2=CN1C(CO)CO (configuration not stated)
    -1	-3	-12	7	2	4	-5	-21
14: CCc1c(C)nc(Nc2nc(C)c3ccc(OC)cc3n2)[nH]c1=O
    0	-20	x	2	x	10	-5	-81
15: Cc1c(N=c2scc(-c3ccccc3)n2CCO)c(=O)n(-c2ccccc2)n1C
    -1	-5	-1	-4	-3	10	0	6
16: Cn1cc(CNC(=O)COc2ccc(Cl)cc2Cl)cn1
    0	x	0	x	-2	-5	-6	x
17: C[C@H](CO)N1C[C@H](C)[C@@H](CN(C)C(=O)Cc2cccnc2)Oc2ncc(C#CCN(C)C)cc2C1=O
    -4	4	x	-1	1	0	-10[16.7 µM]	0
18: COc1ccc(NC(=O)N(C)C[C@@H]2Oc3c(NC(=O)CCCCCC(=O)Nc4ccccc4N)cccc3C(=O)N([C@@H](C)CO)C[C@@H]2C)cc1
    x	0	-2	0	-6	-6	x	33
19: Cc1ccc(S(=O)(=O)N2C[C@@H](O)COC[C@H]3O[C@@H](CC(=O)NCc4ccc(Cl)c(Cl)c4)CC[C@@H]32)cc1
    1	12	48	-1	0	-4	12[16.7 µM]	17
20: Cc1noc(C)c1NC(=O)Nc1cccc2c1O[C@H](CN(C)S(=O)(=O)c1c(C)noc1C)[C@@H](C)CN([C@H](C)CO)C2=O
    -3	22	27	1	-24	x	x	0
21: C[C@H](CO)N1C[C@H](C)[C@@H](CN(C)C(=O)c2cccc(F)c2)Oc2ncc(C#CCN(C)C)cc2C1=O
    -1	-14	x	-1	-10	9	-6[16.7 µM]	-7
22: CCC1CCC(C(=O)NC(C(=O)Nc2ccc3c(c2)OCCO3)C(C)C)CC1 (configuration not stated)
    -3	x	-64	x	-11	-4	-1	x
23: CC1=C(C(=O)Nc2ccccn2)C(c2ccc(Cl)cc2)NC(=S)N1 (configuration not stated)
    0	-47	-82	4	-8	11	-1	-89
24: Cc1ccc(S(=O)(=O)N2CCC(C(=O)NNC(=O)c3cccnc3)CC2)cc1
    x	11	-11	-1	-19	5	x	-5
25: C=CCn1c(SCC(=O)/C(C#N)=C(\C)N)nc2sc(C)c(C)c2c1=O
    3	-9	x	x	x	-7	2	x
26: CCOc1cccc2c1OC1(C)CC2NC(=O)N1c1cccc(C(=O)N2CCN(c3ccccn3)CC2)c1 (configuration not stated)
    0	8	16	3	3	5	-2	x
27: CC1(c2ccccc2)CC2CC(c3ccccc3)N1O2 (configuration not stated)
    8	-10	x	1	x	50	-2	16
28: CC(=O)c1cccc(NC(=O)CN2CCN(Cc3ccccc3)CC2)c1
    -2	-8	-12	-2	-8	17	-1	-7
29: CCc1ccc(CN(C)C(=O)c2cc(COc3cc(C)c(Cl)c(C)c3)on2)nc1
    0	7	7	x	-10	-1	-1	-7
30: Cc1c(C(=O)N2CCC2)oc2c(F)cccc12
    0	-10	20	-3	8	-2	-8	-3
31: CN1CCCCN2[C@H](C1)[C@@H](c1ccc(C#Cc3ccccc3F)cc1)[C@@H]2CO
    2	-14	-35	-3	x	-14	-24[16.7 µM]	4
32: CC(C)NC1(C(N)=O)CCN(Cc2ccccc2)CC1
    1	3	3	3	4	-1	x	13
33: O=C(O)C/C(=C\c1cc2c(cc1Br)OCO2)c1nc2ccccc2s1
    -10	0	-3	0	5	-11	2	2
34: COC(=O)c1cccc(N(CC(=O)NCC2CCCO2)C(=O)CCC(=O)Nc2cc(C)on2)c1 (configuration not stated)
    1	-6	7	3	8	-3	0	-19
35: C=CCN(C(=O)CCC(=O)Nc1cc(C)on1)C(C(=O)NC(C)(C)CC)c1cccc(OC)c1OC (configuration not stated)
    2	6	19	3	8	6	-5	-1
36: C[C@@H]1CN([C@H](C)CO)C(=O)c2cc(NC(=O)C3CC3)ccc2O[C@@H]1CN(C)Cc1ccc(C(=O)O)cc1
    -3	-7	-17	5	-8	4	-2[16.7 µM]	x
37: Cc1cc(C)cc(NC(=O)COC(=O)CC2CCCC2)c1
    0	-9	9	-1	3	8	4	-12
38: N#C[C@H]1[C@@H](c2ccc(C3=CCCCC3)cc2)[C@@H](CO)N1C(=O)NC1CCCCC1
    4	12	-1	2	-23	6	x	-3
39: COc1ccccc1Nc1nc(N)nc(CSC(=S)N2CCN(c3ccccc3)CC2)n1
    x	x	14	-1	-5	x	x	8
40: O=C(O)CCCNc1cc(N2CCN(C(=O)c3ccco3)CC2)c2noc3c2c1C(=O)c1ccccc1-3
    -1	11	4	29	-1	x	-1	-27
41: COCC(=O)N1CC2(C1)[C@@H](c1ccccc1)[C@@H](CO)N2C(=O)c1ccncc1
    x	-22	-32	1	x	15	x	1
42: CCOC(=O)[C@@H]1[C@H]2COc3cc(OC)ccc3[C@@H]2N2C(=O)N(c3ccc(Br)cc3)C(=O)[C@@]12C
    0	5	-9	0	4	4	-4	3
43: C[C@H](CO)N1C[C@H](C)[C@@H](CN(C)C)Oc2ccc(NC(=O)C3CCCCC3)cc2CC1=O
    0	0	-19	-1	x	15	5[16.7 µM]	-2
44: Cc1nn(-c2ccccc2)nc1C(=O)Oc1cc(C(F)(F)F)nn1-c1ccccc1
    x	15	-40	3	-5	x	x	4
45: Cc1ccc(-c2nc3c4ccccc4ccn3c2Cc2ccsc2)cc1
    1	-7	10	0	-1	-10	4	-14
46: COc1ccc(-n2nnc3c(=O)n(CC(=O)N4CCC(C)CC4)cnc32)cc1
    2	1	-14	0	8	1	-5	-2
47: C=CCn1c(SCC(=O)Nc2cc(Cl)ccc2C(=O)O)nc2sc(C)c(C)c2c1=O
    1	2	4	2	6	11	-3	-1
48: O=C(COC(=O)c1ccccc1)NCc1cccs1
    0	x	5	1	3	-4	31	2
49: O=C(COc1ccccc1Cl)Nc1ccccc1C(=O)N1CCCCC1
    2	-31	-100	1	x	x	1	x
50: CCN1C(=O)[C@H]2[C@@H](c3ccc(-c4ccc5c(c4)OCO5)cc3)N3CCC[C@@]3(C(=O)OC)[C@H]2C1=O
    -6	-23	-50	-1	-21	x	x	-47
51: O=c1oc2ccccc2c(Nc2cccc3cccnc23)c1[N+](=O)[O-]
    x	24	26	7	-9	5	x	9
52: CCCCCCCC(=O)N1CCN(c2cc3c(cc2F)c(=O)c(C(=O)O)cn3CC)CC1
    1	-16	0	1	-1	-6	x	10
53: C=CCNC(=O)C(C(=O)OCC)C1CCCCC1 (configuration not stated)
    -1	x	x	x	-13	-3	-2	x
54: CC(C)Oc1cc(C(=O)NC2CCCCC2)c2ccccc2n1
    -1	-7	0	-1	x	x	1	10
55: O=C(CSc1nc2c(cnn2-c2ccccc2)c(=O)[nH]1)NC1CCS(=O)(=O)C1 (configuration not stated)
    x	6	-10	0	-9	x	x	2
56: O=C(NCc1ccc(N2CCCC2=O)cc1)Nc1cccc(Cl)c1
    -2	-5	x	0	x	0	-4	x
57: CC(C)N1C(=O)c2ccccc2C1C(=O)NCCc1ccccc1 (configuration not stated)
    0	10	-23	-2	0	-7	-7	19
